Source: PubChem BioAssay (Broad Institute)
CFTR F508del cor: correctors of CFTR F508del function in bronchial epithelial cells. hit rate 0.36% among 350,000. activity (quench increase), % at 7.58 µM. CFBE cells, YFP halide quenching; stimulated with forskolin plus potentiator P3; % fluorescence drop versus neutral controls;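 active = mean added fluorescence quench of at least 8% versus neutral control, with both replicates also reaching 8%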;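 also: cells transiently co-express mutant CFTR-F508del with the halide-sensitive YFP; corrector assay measuring rescue of mutant channel to the surface after 24 h compound exposure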
XiGFP reactiv: X-chromosome reactivation activator; XiGFP mouse fibroblasts, % GFP-positive cells imaging, 3 d; cells co-treated with 5-aza-dC sensitizer; scaled so ellipticine positive control = 100%; activation, % at 7.58 µM; hit rate 0.055% among 360,000;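 active = mean normalized replicate activation at least 10% and every replicate at or above 10%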;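 also: 0% = median of on-plate neutral control wells and 100% = ellipticine 6 µM median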
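assay system = SV40-immortalized XiGFP fibroblast cells, line 68-5-11 | buffer or medium = DMEM plus 5-aza-dC sensitizer | doses = single-point pinned compound dosing | times = 3-day compound exposure, then 15 min fixation at room temperature | benchmarks = positive control ellipticine, 6 µM final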
ERAP1 inh: inhibitors of human ERAP1 aminopeptidase. hit rate 0.15% among 340,000. inhibition, % at 10.7 µM. recombinant ERAP1, Leu-AMC fluorescence, 60 min. Q9NZ08;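 active = mean replicate inhibition of at least 30%, or all replicates individually reaching that 30% level; inactive = mean below 30% and not every replicate reaching it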;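 also: 0% = neutral control wells and 100% = L-leucinethiol positive control wells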
RAD52 inh: blocks human RAD52 DNA annealing. recombinant RAD52 DNA annealing, FRET fluorescence. inhibition, % at 18.7 µM. P43351. AID 651710. hit rate 0.46% among 360,000;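 active = every replicate showing at least 50% inhibition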
Target sequence (P43351 whole entry, looked up): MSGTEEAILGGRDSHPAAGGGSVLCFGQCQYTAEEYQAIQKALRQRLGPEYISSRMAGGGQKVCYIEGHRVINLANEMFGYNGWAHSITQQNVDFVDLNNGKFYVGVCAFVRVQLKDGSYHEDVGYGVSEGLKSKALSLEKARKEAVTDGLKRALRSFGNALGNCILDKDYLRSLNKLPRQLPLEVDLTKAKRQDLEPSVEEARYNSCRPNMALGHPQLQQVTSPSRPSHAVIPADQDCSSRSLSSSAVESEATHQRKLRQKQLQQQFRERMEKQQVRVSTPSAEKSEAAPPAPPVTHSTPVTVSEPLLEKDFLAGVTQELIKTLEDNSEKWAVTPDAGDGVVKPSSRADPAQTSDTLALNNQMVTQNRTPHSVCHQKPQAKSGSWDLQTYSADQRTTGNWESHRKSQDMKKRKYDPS
ARNT-TACC3 inh: disruptors of human ARNT/TACC3 interaction; Q9Y6A5; AlphaScreen His-ARNT PAS-B/GST-TACC3 binding, luminescence; TACC3 fragment carries E629A point mutation; inhibition, % at 9.99 µM; hit rate 0.66% among 390,000;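 active = mean inhibition of replicates at least 50% and at least half of replicates each reaching 50%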;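 also: 0% = complete ARNT plus TACC3 wells and 100% = ARNT alone without TACC3; many hits fall short of the cut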
RAD54 branch: blocks human RAD54 Holliday junction branch migration; Q92698; FAM/BHQ fluorescence; inhibition, % at 10.4 µM; hit rate 0.14% among 360,000;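 active = mean normalized replicate activity at least 40 and at least half of replicates scoring 40 or more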;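 also: 0% = median of neutral control wells and 100% = median of positive control wells; inhibitors cause a drop in the FAM fluorescence signal; in these data hits start at about 50%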
GSIS activator: GLuc luminescence reporter in INS-1E cells, primary screen for activators of glucose-dependent secretion of insulin | INS-1E GLuc reporter insulin secretion, 2-3 h | activation, % at 16.6 µM | hit rate 0.61% among 370,000 | AID 743287;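 active = lowest replicate activation of at least 40%, so every replicate reaches that level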;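 also: 0% = median of neutral control wells and 100% = median of IBMX positive control wells; some compounds called inactive have numbers as strong as hits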
esBAF inh: SWI/SNF esBAF complex inhibition | mouse ES cells, Bmi1-luciferase knock-in reporter, 24 h; 100% = twice the neutral-well signal | AID 602393 | hit rate 2% among 350,000 | reporter increase, % at 12.5 µM; in the data active = activation above about 40%;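 also: 0% = median of the plate's neutral control wells and 100% = double that signal; a rise in the Bmi1 reporter signal indicates esBAF inhibition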
An asterisk follows results filed as active; / = not tested or not shown; & = joins results of further samples.

| SMILES | GSIS activator | esBAF inh | RAD54 branch | ARNT-TACC3 inh | XiGFP reactiv | RAD52 inh | CFTR F508del cor | ERAP1 inh |
| --- | --- | --- | --- | --- | --- | --- | --- | --- |
| CC(C)(C)OC(=O)N1CCCC(C(=O)Nc2ccc(C(=O)N3CCCCC3)cc2)C1 (stereo unspecified) | -21 | 11 | -1 | -2 | 0.0 | -6 | -0.2 | -4 |
| COC(=O)[C@@H]1ON2OCC(C)=C3CCCC[C@@]32[C@H]1C(=O)OC | 12 | / | / | / | -0.1 | 1 | 1.8 | -1 |
| CN(C(=O)CCn1c(=S)oc2ccccc21)C1CCCCC1 | -5 | 7 | -12 | -2 | 0.1 | 4 | -2.6 | -3 |
| Cc1cc(C)nc(NC(=O)c2ccc([N+](=O)[O-])o2)n1 | 0 | -24 | / | -16 | 0.1 | -8 | -0.5 | -2 |
| Cc1cc(NC(=O)CC(CN(C)S(=O)(=O)c2ccccc2)c2ccccc2)no1 (stereo unspecified) | / | -2 | -4 | -2 | 0.6 | 2 | -2.9 | -3 |
| COCCNC(=O)C1Nc2ccc(C(F)(F)F)cc2C2C=CCC12 (stereo unspecified) | / | -2 | 7 | 12 | -0.1 | -1 | -1.8 | -1 |
| C=CCNCC(=O)N1N=C(c2ccc3ccccc3c2)CC1c1ccc(OC)cc1 (stereo unspecified) | -22 | / | / | 25 | 0.0 | 25 | -0.1 | 4 |
| N#Cc1c(N2C(=O)c3ccc(C(=O)O)cc3C2=O)sc2c1CCCC2 | 4 | -5 | -11 | -1 | 0.1 | -3 | -0.6 | 5 |

Overlap with the part before: 2 compounds, followed by the next part.
| SMILES | GSIS activator | esBAF inh | RAD54 branch | ARNT-TACC3 inh | XiGFP reactiv | RAD52 inh | CFTR F508del cor | ERAP1 inh |
| --- | --- | --- | --- | --- | --- | --- | --- | --- |
| C=CCNCC(=O)N1N=C(c2ccc3ccccc3c2)CC1c1ccc(OC)cc1 (stereo unspecified) | -22 | / | / | 25 | 0.0 | 25 | -0.1 | 4 |
| N#Cc1c(N2C(=O)c3ccc(C(=O)O)cc3C2=O)sc2c1CCCC2 | 4 | -5 | -11 | -1 | 0.1 | -3 | -0.6 | 5 |
| CS(=O)(=O)c1ccc(S(=O)(=O)N2CCN(C(=O)C(O)c3ccccc3)CC2)cc1 (stereo unspecified) | 3 | / | / | / | -0.1 | -13 | -1.8 | / |
| CC(/C=N/NC(=O)c1ccc(Br)cc1)=C\c1ccccc1 | 25 | 7 | 5 | -1 | / | -2 | / | -1 |
| Cc1ccc(S(=O)(=O)N2CCCC(C(=O)NCCc3ccc(Cl)cc3)C2)cc1 (stereo unspecified) | -35 | -9 | -8 | / | 0.2 | -9 | 1.5 | -1 |
| O=C(C[C@@H]1CC[C@H]2[C@@H](COC[C@@H](O)CN2S(=O)(=O)c2ccc(Oc3ccccc3)cc2)O1)Nc1ccccc1 | -12 | -4 | -9 | 10 | 0.4 | 3 | 3.2 | 0 |
| CNC[C@@H]1Oc2ccc(NC(=O)C3CC3)cc2CC(=O)N([C@H](C)CO)C[C@@H]1C | 0 | -3 | 15 | 5 | 0.5 | 7 | 1.0 | -3 |
| Cn1cnnc1SCC(=O)Nc1cccc(S(=O)(=O)N2CCOCC2)c1 | 28 | -4 | 4 | -2 | / | -3 | 0.7 | / |
| COc1ccc(N=C2C(=S)N(c3ccc(OC)cc3)C(=NS(=O)(=O)c3ccccc3)N2c2ccccc2)cc1 | / | / | / | -2 | 0.1 | 7 | 0.2 | 1 |
| C[C@H](CO)N1C[C@H](C)[C@H](CN(C)C(=O)Nc2ccc(F)cc2)Oc2ccc(NS(=O)(=O)c3ccc(Cl)cc3)cc2C1=O | -2 | -4 | 13 | -2 | -0.9 | 10 | 3.0 | -2 |
| COc1ccc(-c2cc(C(=O)Nc3ccc(S(N)(=O)=O)cc3)c3ccccc3n2)cc1OC | -1 | -2 | 0 | -9 | 0.2 | -15 | 3.7 | -2 |
| Brc1ccc(COc2ncnc3ccccc23)cc1 | 3 | / | / | -3 | 0.0 | -10 | 2.6 | 0 |
| COc1ccc(NC(=O)CN(C)C(=O)c2c(C)nn(Cc3ccc(C)cc3)c2Cl)cc1 | -4 | 6 | -6 | -6 | 0.4 | -12 | 1.3 | -2 |
| CS(=O)(=O)N1CCC(C(=O)Nc2cccc(F)c2)CC1 | 5 | -5 | -2 | -10 | 0.3 | -8 | 1.9 | -8 |
| N#C[C@H]1[C@@H](c2ccccc2C2=CCCC2)[C@H](CO)N1S(=O)(=O)c1ccccc1 | -7 | / | / | / | 0.1 | -18 | -0.7 | -2 |
| N#CC1(NC(=O)CN2C(=O)NC(c3ccccc3)(c3ccccc3)C2=O)CCCC1 | -30 | -1 | 2 | 8 | 0.0 | -7 | -3.3 | -7 |
| COc1cc(C(=O)OCC(=O)Nc2nnc(-c3ccccc3)o2)cc(OC)c1OC | 3 | / | / | 47* | 0.0 | 7 | 2.5 | 1 |
| CCCC(=O)Nc1nnc(S(=O)(=O)N(CC(C)C)c2ccccc2)s1 | -7 | 3 | -4 | -9 | 0.0 | -6 | 0.7 | -3 |
| CCn1c(CO)nc2c1c(=O)[nH]c(=O)n2Cc1ccccc1 | 4 | -6 | -20 | -36 | 0.0 | -8 | -1.5 | 1 |
| CC(=O)Nc1ccc(-c2csc(NC(=O)Cc3cccc(F)c3)n2)cc1 | 12 | -1 | -4 | -17 | 0.1 | -10 | -0.5 | -1 |
| COc1ccccc1C(CC(=O)Nc1ccccc1C)c1ccc(OC(C)C)cc1 (stereo unspecified) | 5 | -3 | -25 | 0&3 | -0.1 | 9 | / | -1 |
| O=C(OCC#CCSc1nnc(-c2ccncc2)o1)c1cccs1 | 8 | 3 | 6 | -2 | / | / | / | / |
| CCOc1ccccc1NC(=O)CSc1nnc2ccc(-c3ccccn3)nn12 | 6 | -4 | 6 | 11 | 0.0 | -2 | -0.7 | 1 |
| NC(=O)C1(Nc2ccc(Cl)cc2)CCCC1 | / | 0 | -2 | -3 | 0.1 | -5 | -2.0 | 3 |
| COc1cc(OC)cc(C(=O)OCC(=O)NCCCc2ccccc2)c1 | 3 | -2 | 7 | 4 | 0.1 | -1 | 3.3 | 0 |
| CCC(=O)N(C)C[C@H]1Oc2cc(Br)ccc2S(=O)(=O)N([C@@H](C)CO)C[C@H]1C | -8&-5 | -1&-1&3 | -5&-9&1 | 0&4 | 0.5 | -9&2&-12 | -2.7&-2.9&-1.6 | -2&2&1 |
| CC(NC(=O)c1ccccc1NC(=O)CN1CCN(c2ccccc2O)CC1)c1ccccc1 (stereo unspecified) | -11 | 8 | 3 | 3 | -0.5 | -14 | 5.3 | 1 |
| CC(OC(=O)c1ccc(Br)o1)C(=O)NCC1CCCCC1 (stereo unspecified) | 10 | -4 | -1 | -1 | 0.1 | -7 | -1.7 | -2 |
| COc1ccc(CNC(=O)C2CCC(CNS(=O)(=O)c3cccc4nsnc34)CC2)cc1 (stereo unspecified) | 3 | 6 | 2 | -7 | 0.1 | -11 | -1.4 | -1 |
| COc1ccc(-c2csc(NC(=O)Cc3cccc4ccccc34)c2C(=O)O)cc1 | -28 | / | / | 29 | 0.1 | -15 | 2.9 | 0 |
| CCN(CC(=O)Nc1ccc(NC(C)=O)cc1)C(=O)c1cccc(N2C(=O)c3ccccc3C2=O)c1 | -1 | -6 | -3 | 3 | 0.0 | -29 | 1.5 | 0 |
| COc1ccc(N2CCC(CNC(=S)Nc3ccc(C)cc3C)C2)cc1 (stereo unspecified) | -21 | 7 | / | 33 | -0.1 | -14 | 1.3 | 0 |
| Cc1ccccc1NC(=O)c1cccc(S(C)(=O)=O)c1 | -5 | / | / | -5 | 0.2 | -7 | 2.4 | 5 |
| CC(CN1CCCC1)OC(=O)c1cccc(F)c1 (stereo unspecified) | 24 | -5 | -1 | -7 | 0.0 | 0 | 1.9 | 1 |
| CC1(C(=O)NS(=O)(=O)C2CC2)CCN(C(=O)c2c(F)cccc2F)C1 (stereo unspecified) | 3 | -2 | -20 | / | 0.0 | -12 | -0.4 | 1 |
| COc1cc(C)ccc1OCc1cc(C(=O)N(Cc2nccn2C)C(C)C)no1 | -4 | 94* | -1 | -3 | 0.0 | -3 | 1.4 | 3 |
| CN(CC(=O)Nc1cccc(F)c1)CC(=O)Nc1ccccc1-c1ccccc1 | -14 | / | / | 6 | 0.0 | -2 | -2.5 | -1 |
| O=C(NC1CCCCCCC1)c1c(Cl)cccc1Cl | -4 | / | / | -5 | 0.0 | -10 | -0.3 | / |
| C[C@@H]1CCCCO[C@@H](CN(C)C(=O)c2ccncc2)[C@@H](C)CN([C@H](C)CO)C(=O)c2cc(NS(=O)(=O)c3ccccc3)ccc2O1 | 10 | -3 | -1 | 1 | 0.2 | 8 | 1.2 | 2 |
| CC(Oc1ccccc1F)C(=O)NNC(=O)c1ccc(-n2cncn2)c([N+](=O)[O-])c1 (stereo unspecified) | 29 | 0 | 8 | -3 | 0.1 | 2 | -6.4 | 0 |
| Cc1cccc(NC(=O)c2cccc(S(=O)(=O)N3CCCCC3)c2)c1 | -3 | 20 | 1 | 0 | 0.1 | -51 | 0.6 | -1 |
| O=C(NCc1ccccc1)c1onc(CSc2ccccc2)c1C(=O)NCC1CC1 | -12 | 0 | -8 | 1 | -0.3 | -12 | 4.6 | -4 |
| Cc1ccc(-c2ccc([C@@H]3[C@@H](CO)N4CCCCN(S(=O)(=O)c5cccc(C)c5)C[C@@H]34)cc2)cc1 | / | / | 4 | 14 | / | 26 | -2.8 | 0 |
| Cc1ccc(S(=O)(=O)N2CC[C@@H]3[C@H](CO)Nc4ccc(-c5cccc(C(=O)N(C)C)c5)cc4[C@@H]32)cc1 | 0 | 4 | -4 | 3 | 0.0 | -4 | 2.3 | 3 |
| CCOc1ccc(S(=O)(=O)N2CCCC(C(=O)N3CCN(CC)CC3)C2)cc1Cl (stereo unspecified) | / | 1 | 0 | 3 | 0.1 | 0 | 0.5 | 4 |
| C=C(C)CCOC(=O)C(CC(=O)O)NCc1ccco1 (stereo unspecified) | 27 | -4 | 2 | -4 | -0.1 | -5 | 1.1 | 3 |
| CCN(CC)S(=O)(=O)c1ccc(O)c(C(=O)OCC(=O)NC23CC4CC(CC(C4)C2)C3)c1 | -46 | 8 | -2 | -1 | -0.1 | 2 | 5.6 | 3 |
| CCCCn1c(N)c(N(CC(C)C)C(=O)C2CCCO2)c(=O)[nH]c1=O (stereo unspecified) | 1 | -2 | / | -3 | 0.2 | -1 | 1.7 | -2 |
| COc1ccc(-c2cc(C(F)(F)F)n3nc(C(=O)Nc4c(C)n(C)n(-c5ccccc5)c4=O)c(Cl)c3n2)cc1 | -13 | 6 | -1 | -15 | 0.5 | -8 | -2.7 | 7 |
| COc1ccc(Nc2nc(-c3ccncc3)nc3ccccc23)cc1 | 20 | 3 | -8 | -1 | -0.1 | -14 | -5.1 | -1 |
| COc1ccc2c3c([nH]c2c1)[C@@H](CO)N(C(=O)Nc1cccc(F)c1)CC31CN(CC2CCOCC2)C1 | -30 | / | / | / | 0.3 | 8 | -2.0 | 3 |
| N#C/C(N)=C(/C#N)N=Cc1cccc(Cl)c1 | / | / | / | 7 | 0.1 | -4 | -2.8 | -1 |
| CC1(C)CC(=O)C2=C(C1)OC(N)=C([N+](=O)[O-])C2c1ccc(F)cc1 (stereo unspecified) | -21 | / | -7 | / | 0.0 | -11 | -1.7 | 1 |
| OC(Cc1nc2ccccc2[nH]1)c1ccccc1Cl (stereo unspecified) | 12 | 55* | 1 | -8 | / | -11 | 0.5 | -4 |

An unsorted share of the library. About 3.3% of those tested had a hit in this group.
